Screening results from PubChem.
TEAD-YAP block – TEAD-YAP interaction inhibition. HEK-TIYL cells, TEAD-Gal4/YAP UAS-luciferase luminescence. inhibition, % at 9.12 µM. actives 1.4% (n = 640,000). AID 1259422; in the data active = inhibition above about 32%;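 note: 0% = median of test compound wells and 100% = reference inhibitor wells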
GPR151 activ – human GPR151 activation. activation, % at 11.2 µM. AID 1508602. actives 1% (n = 650,000). PathHunter beta-arrestin GPR151 cells, luminescence; in the data active = activation above about 4.9%;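 note: 0% = median of compound wells and 100% = cells with positive control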
Target sequence (Q8TDV0 whole entry, looked up): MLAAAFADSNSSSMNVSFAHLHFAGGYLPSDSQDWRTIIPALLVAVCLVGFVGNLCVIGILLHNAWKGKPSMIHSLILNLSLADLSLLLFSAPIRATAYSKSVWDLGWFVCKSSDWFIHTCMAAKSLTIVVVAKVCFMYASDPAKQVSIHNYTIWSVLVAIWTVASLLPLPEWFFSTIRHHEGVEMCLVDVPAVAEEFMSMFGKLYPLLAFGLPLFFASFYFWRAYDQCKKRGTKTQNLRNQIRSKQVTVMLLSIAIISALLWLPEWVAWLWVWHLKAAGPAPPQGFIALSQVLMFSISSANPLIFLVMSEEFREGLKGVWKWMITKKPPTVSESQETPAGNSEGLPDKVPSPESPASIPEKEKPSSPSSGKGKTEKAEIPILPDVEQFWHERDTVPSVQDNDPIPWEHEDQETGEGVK
MITF inh – human MITF inhibition, primary screen. AlphaScreen MITF homodimerization, bead proximity signal. inhibition, % at 2.6 µM. actives 0.91% (n = 650,000). AID 1259374; in the data active = inhibition above about 50%;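 note: 0% = vehicle wells with protein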
FBW7 act – human FBW7 E3 ligase activation, primary screen | Q969H0 | AlphaScreen FBW7–phospho-cyclin E peptide binding, activator screen | normalized activity (activation), % at 26.1 µM | actives 0.13% (n = 650,000) | AID 1259310; in the data active = normalized activity above about 1.9%;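 note: purified mutant Fbw7 with reduced substrate affinity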
Target sequence (Q969H0 whole entry, looked up): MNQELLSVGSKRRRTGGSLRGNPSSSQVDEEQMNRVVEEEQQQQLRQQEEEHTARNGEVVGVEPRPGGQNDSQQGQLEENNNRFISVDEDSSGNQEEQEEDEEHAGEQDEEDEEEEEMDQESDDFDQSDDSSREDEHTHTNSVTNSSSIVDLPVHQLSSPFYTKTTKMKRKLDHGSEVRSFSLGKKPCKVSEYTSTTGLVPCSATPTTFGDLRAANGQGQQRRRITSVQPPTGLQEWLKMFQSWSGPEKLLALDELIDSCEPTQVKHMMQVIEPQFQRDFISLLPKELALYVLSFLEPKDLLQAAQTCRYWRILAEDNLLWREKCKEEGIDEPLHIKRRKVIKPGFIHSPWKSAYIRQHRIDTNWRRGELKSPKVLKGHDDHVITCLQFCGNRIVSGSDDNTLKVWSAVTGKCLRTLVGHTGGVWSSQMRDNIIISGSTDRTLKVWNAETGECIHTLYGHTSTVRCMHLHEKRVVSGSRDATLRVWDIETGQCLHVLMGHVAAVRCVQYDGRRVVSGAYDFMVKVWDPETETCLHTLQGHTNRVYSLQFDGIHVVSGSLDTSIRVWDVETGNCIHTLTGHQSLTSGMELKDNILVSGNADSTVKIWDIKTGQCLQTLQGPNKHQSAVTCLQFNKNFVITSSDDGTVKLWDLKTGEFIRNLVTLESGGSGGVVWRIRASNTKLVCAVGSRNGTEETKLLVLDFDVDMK
Active calls of the source: *.

Under each structure: TEAD-YAP block | GPR151 activ | MITF inh | FBW7 act
- COc1ccccc1NC(=O)CSc1nc2c(sc(=S)n2Cc2ccco2)c(=O)n1-c1ccc(F)cc1
→ 1 | 0.4 | -1 | -0.1
- Cc1cc(C)nc(SCC(=O)Nc2ccc(S(N)(=O)=O)cc2)n1
→ 3 | 0.3 | 0 | 0.1
- CC(C)OC(=O)C1=c2s/c(=C\c3cccnc3)c(=O)n2C(N)=C(C#N)C1c1cccnc1 (configuration not stated)
→ 6 | -0.5 | 6 | 0.0
- CCc1nnc(NC(=O)CSc2[nH]c(=O)ncc2C)s1
→ -1 | -0.7 | 7 | -0.8
- COc1cc(/C=C(\C#N)C(N)=S)ccc1OCc1ccc([N+](=O)[O-])cc1
→ -33 | -0.4 | 14 | 0.1
- CC(OC(=O)CC1Sc2ccccc2NC1=O)C(=O)NC1CCCC1 (configuration not stated)
→ -1 | -0.3 | -17 | -0.1
- O=C(Cn1ncc2c(=O)oc3ccccc3c21)N1CCN(C(=O)c2ccco2)CC1
→ 6 | 0.1 | 11 | 0.4
- CCOC(=O)c1[nH]c2c(c1C)/C(=N/O)CCC2
→ -14 | 1.4 | -2 | -0.2
- Cc1cc(N2CCCC2)ccc1/C=C1/C(=O)N(C)C(=S)N1C
→ 1 | 2.2 | 7 | -0.3
- CCCCCC1C(=O)CC(c2ccccc2)N(C)C1c1ccccc1 (configuration not stated)
→ -11 | 1.9 | 10 | 0.1
- COc1ccc(S(=O)(=O)N2Cc3ccccc3CC2C(=O)Nc2nccs2)cc1 (configuration not stated)
→ -59 | -0.3 | -4 | 0.0
- COc1ccc(C2(CNC(=O)c3ccc(C)cc3)CCOCC2)cc1
→ -2 | 0.3 | 16 | 0.6
- COCC(=O)NCC1CCC2(CCN(Cc3ccc(OC)c(C)c3OC)CC2)O1 (configuration not stated)
→ -5 | 1.4 | -12 | 0.1
- Cc1cccc2cc(CN(CCCO)C(=O)Nc3ccccc3Cl)c(=O)[nH]c12
→ 0 | -0.8 | 10 | 0.1
- CC1CC(C2=CNC(=S)NC2C)NC(=S)N1 (configuration not stated)
→ 17 | -0.3 | 7 | -0.2
- CCOC(=O)C(CC(C)C)N(Cc1ccc(Cl)cc1)S(=O)(=O)c1ccc([N+](=O)[O-])cc1 (configuration not stated)
→ -2 | -0.1 | 10 | -0.2
- O=C1NC(Nc2nccs2)(C(F)(F)F)C(=O)N1CCc1ccccc1 (configuration not stated)
→ 5 | 0.4 | -3 | -0.2
- Clc1ccc2noc(-c3ccccc3)c2c1
→ 0 | 0.8 | 2 | -0.1
- Nc1ccccc1-c1nnn(CC(=O)Nc2cccc3ccccc23)n1
→ -1 | -0.6 | 6 | -0.1
- COc1cc(N(C)C)c([N+](=O)[O-])cc1C(=O)N1CC(C)NC(C)C1 (configuration not stated)
→ 4 | -1.0 | 10 | 0.2
- Cn1c(O)c(C(=Nc2cccc3ccccc23)c2ccccc2)c(=O)n(C)c1=O
→ -2 | -0.3 | 3 | 0.0
- O=C(Nc1ccncc1)c1c[nH]c2ccc(F)cc2c1=O
→ -20 | -3.1 | -16 | 0.0
- O=C(CSc1nc2c(sc(=S)n2Cc2ccco2)c(=O)n1-c1ccc(F)cc1)NCC1CCCO1 (configuration not stated)
→ 3 | 1.1 | 10 | 0.0
- Oc1c(C(c2ccccn2)N2CCCC2)cc(Cl)c2cccnc12 (configuration not stated)
→ 29 | -0.9 | 79* | 0.4
- COc1ccc(-n2c(C)nc3cc(C(=O)N4CCOCC4)ccc32)cc1
→ 0 | -0.4 | -11 | -0.1
- O=C(c1ccc(OC2CCN(CCc3ccccc3)CC2)cc1)N1CCSCC1
→ -1 | 0.0 | -2 | 0.0
- Cc1cccc(NC(=O)CCCC(=O)OCC(=O)c2ccc(C)c([N+](=O)[O-])c2)c1
→ 14 | 1.6 | 1 | 0.1
- O=C(Cn1cnc2ccccc2c1=O)NCCC(=O)N1CCN(c2ccc(F)cc2)CC1
→ 9 | 0.4 | -4 | -0.1
- CCCn1c(NCc2ccc(OC)cc2)nc2ccccc21
→ -30 | -0.3 | 21 | 0.1
- Fc1ccc(-n2c(-c3cccnc3)n[nH]c2=S)cc1Cl
→ 6 | 0.3 | -11 | -0.1

Looked up one by one from above (2):
Under each structure: TEAD-YAP block | GPR151 activ | MITF inh | FBW7 act
- COc1ccc(-n2c(C)nc3cc(C(=O)N4CCOCC4)ccc32)cc1
→ 0 | -0.4 | -11 | -0.1
- O=C(Nc1ccncc1)c1c[nH]c2ccc(F)cc2c1=O
→ -20 | -3.1 | -16 | 0.0

More records follow.
Under each structure: TEAD-YAP block | GPR151 activ | MITF inh | FBW7 act
- Cn1ccnc1SCC(=O)Nc1ccc(F)cc1F
→ -8 | -0.6 | -3 | 0.0
- Cc1ccc(CSc2ncn[nH]2)cc1
→ -4 | 0.0 | 3 | -0.1
- Cc1ccc(-c2csc(NC(=O)c3cc4ccccc4o3)n2)cc1
→ -5 | 0.1 | -9 | 0.0
- CCOC(=O)Nc1cc(C(F)(F)F)ccc1C(F)(F)F
→ 9 | -1.0 | -14 | 0.1
- COc1ccccc1Nc1nc(-c2c(C)nc3cc(C)ccn23)cs1
→ 3 | -0.3 | 14 | 0.6
- O=C(Nc1ccccc1F)c1ccc(N2CC3CC(C2)c2cccc(=O)n2C3)c(NC(=O)c2cc3ccccc3oc2=O)c1 (configuration not stated)
→ 3 | -1.6 | 12 | 1.2
- O=C1c2ccc([N+](=O)[O-])cc2C(=O)N1CCCn1ccnc1
→ -1 | 0.1 | 9 | 0.0
- Cc1ccc2c(c1)N(C(=O)N1CCC(C(=O)NCc3ccccc3)CC1)CC(C)O2 (configuration not stated)
→ 11 | -0.4 | 4 | 0.1
- O=C(CSC1CC(=O)N(CCc2ccccc2)C1=O)Nc1ccc(Br)cc1 (configuration not stated)
→ -2 | 0.2 | 16 | 0.1
- COc1ccccc1C(=O)CS(=O)(=O)c1ccc(C)cc1
→ -7 | -0.5 | -1 | 0.4
- CCOC(=O)c1ccc(NC(=S)N2CCCC2C(=O)N2CCCC2)cc1 (configuration not stated)
→ 14 | 2.7 | 10 | 0.1
- CCCc1nc(SCC(=O)OC)c2c(C)c(C)sc2n1
→ 11 | 0.3 | 8 | -0.1
- O/N=C(\C(=N\O)c1ccccc1)c1ccccc1
→ -6 | 0.0 | 13 | 0.1
- CCC1=NN2C(=N)/C(=C/c3cn(CCOc4ccccc4OC)c4ccccc34)C(=O)N=C2S1
→ -2 | -0.7 | 4 | -0.1
- O=C(NC1CC1)c1cccc(N2CCN(Cc3ccc4c(c3)OCO4)CC2)n1
→ 25 | 0.6 | 0 | 0.0
- CCc1ccc(-c2ccc(C(=O)Nc3cccc4ccccc34)cc2)nc1
→ 2 | 0.9 | 0 | -0.1
- COc1cc(OC)c(C2=NOC(C(=O)Nc3sc4c(c3C#N)CCC4)C2)cc1Cl (configuration not stated)
→ 4 | -1.7 | 2 | 0.0
- O=C(Cc1n[nH]c(=O)[nH]c1=O)N/N=C\c1ccc(OCc2ccccc2)cc1
→ 4 | -3.0 | 9 | -0.1
- Cc1ccc(-c2nc3ncccc3o2)cc1NC(=O)c1cccnc1Cl
→ 7 | 0.7 | 2 | 0.1
- CCCC(c1nnnn1C(C)(C)C)N1CCN(c2ccccc2OC)CC1 (configuration not stated)
→ -10 | 0.3 | -8 | -0.3
- CCCCCOC(=O)C1=C(C)Nc2nnnn2C1c1ccc(OC)cc1OC (configuration not stated)
→ -7 | -0.5 | -12 | 0.6
- Cc1cc2c(Nc3ccc4c(c3)OCCO4)ncnc2s1
→ -50 | -0.2 | 6 | -0.1
- Cc1cc([N+](=O)[O-])ccc1N1C(=O)c2ccccc2C1=O
→ 4 | 0.5 | 5 | -0.2
- Cc1ccc(-c2nnc(Nc3cccc(Cl)c3)c3ccccc23)cc1S(=O)(=O)N1CCCCC1
→ 7 | 1.8 | 8 | 0.0
- CC(=O)Nc1ccc(NC(=O)c2cccc(NC(=O)c3cccc(C)c3)c2)cc1
→ -13 | 0.4 | 12 | 0.1
- COc1cccc(OC)c1C(=O)Nc1ccccc1C(=O)N1CCCC1
→ 10 | 0.9 | 3 | 0.1
- COc1ccc(OCC(=O)NNC(=O)c2nn(-c3ccccc3)c(=O)c3ccccc23)cc1
→ 5 | -0.2 | -2 | 0.4
- CC(C)C1=NN2C(=N)/C(=C/c3cn(CCOc4ccccc4)c4ccccc34)C(=O)N=C2S1
→ 4 | 1.0 | 6 | -0.2
- O=C(CSc1ccc(Cl)cc1)Nc1nnc(-c2ccc(F)cc2)o1
→ -1 | 0.5 | 2 | -0.7
- CN(C)CCNC(=O)Cn1c(=S)[nH]c2ccccc2c1=O
→ -8 | 2.5 | -7 | 0.0

Whole records as entered above. Order of screens: TEAD-YAP block, GPR151 activ, MITF inh, FBW7 act
Cc1ccc(CSc2ncn[nH]2)cc1 across the screens: -4, 0.0, 3, -0.1
Cc1cc([N+](=O)[O-])ccc1N1C(=O)c2ccccc2C1=O across the screens: 4, 0.5, 5, -0.2
Cc1ccc(-c2csc(NC(=O)c3cc4ccccc4o3)n2)cc1 across the screens: -5, 0.1, -9, 0.0
O=C(CSc1ccc(Cl)cc1)Nc1nnc(-c2ccc(F)cc2)o1 across the screens: -1, 0.5, 2, -0.7

Going on with the list.
mol,TEAD-YAP block,GPR151 activ,MITF inh,FBW7 act
COc1ccccc1N=C1SC(C(=O)Nc2ccccc2OC)CC(=O)N1C (configuration not stated),-4,-0.3,20,0.2
CCCN1CCN(C(=O)Cn2nc(C)n3cccc3c2=O)CC1,4,-0.5,4,0.1
Cc1ccc(CNC(=O)c2cnc3sc(C)cn3c2=O)cc1,-2,0.0,-1,0.0
CC12C=CC3(CN(Cc4ccccc4)C(=O)C3C1C(=O)NC1CCCCC1)O2 (configuration not stated),9,-0.5,13,-0.1
Fc1ccc(-n2cc(-c3ccccc3)[n+]3c2SCC3)cc1,6,-0.8,-5,-0.1
CN1CCN(C(=O)C2CCN(C(=O)c3cnn(-c4ccccc4)c3-n3cccc3)CC2)CC1,-3,-0.5,-7,0.0
COc1ccc(OCC(=O)N/N=C(\C)CC(=O)NCc2ccccc2)cc1,11,0.5,2,0.0
CCOc1cc(/C=C(\C#N)C(=O)Nc2ccc([N+](=O)[O-])cc2C)ccc1OC(C)=O,2,-0.3,5,-0.2
COc1ccc(C(=O)c2cnc3ncccn23)cc1Cl,1,-0.5,8,0.9
CCOC1=NN(c2ccc([N+](=O)[O-])cc2)C(=O)/C1=C\c1ccc(Cl)c(Cl)c1,11,-0.7,9,0.0
Cc1cccc(C)c1-n1c(SCc2ccc(Cl)cc2)nc2c(sc(=S)n2-c2c(C)cccc2C)c1=O,-4,-1.1,14,0.0
O=C(COc1ccccc1[N+](=O)[O-])Nc1sc2c(c1C(=O)NCc1ccccc1)CCCC2,-5,-1.2,15,0.0
Fc1cnc(N/N=C/c2cccs2)nc1N1CCOCC1,45*,-4.2,8,0.1
O=C(NCCN1CCC(Cc2ccccc2)CC1)C1CC(=O)N(CCc2ccccc2)C1 (configuration not stated),12,1.1,5,0.0
Cn1cc(CN[C@H]2C[C@H]3C(=O)N[C@H](Cc4ccccc4)C(=O)N3C2)c(-c2ccccc2)n1,2,0.3,-3,-0.3
O=C(/C=C/c1ccc2c(c1)OCO2)Nc1ccc(Br)cc1,-69,-1.4,-1,-0.2
COc1ccc(CNC(=O)C(=O)Nc2ccc(OC)cc2)cc1,-5,3.5,5,0.5
CSCCC(NS(=O)(=O)c1cccs1)C(=O)NCc1ccccc1 (configuration not stated),13,0.8,-5,0.0
Cc1cn2cc(C(=O)NCCc3ccccc3)nc2s1,7,-0.2,10,0.0
Cc1ccc(CNC(=O)COc2c(C)cccc2C)cc1,6,-0.4,9,0.8
NC(=O)c1ccccc1OCC(=O)Nc1cccc([N+](=O)[O-])c1,-16,-1.0,-6,0.0
O=C(O)CNC(=O)NC12CC3CC(CC(C3)C1)C2,-15,-0.2,-11,0.0
COC(=O)c1ccc(OCC2c3cc(OC)c(OC)cc3CCN2C(=O)c2ccc(S(=O)(=O)N(C)C)cc2)cc1 (configuration not stated),-7,-1.0,-8,0.1
COc1ccc(-c2nnc3ccc(SCC(=O)Nc4ccc(NC(C)=O)cc4)nn23)cc1,1,0.7,-7,0.0
Cc1ccc2nc(C)c(C(=O)NCc3c(F)cccc3F)n2c1,0,-0.3,10,0.2
Oc1ccc(Br)cc1CNc1cccc2cccnc12,13,-1.1,10,-0.5
O=C(Cn1c(=O)[nH]n(-c2ccccc2)c1=O)N1CCc2ccccc2C1,12,-2.0,0,0.6
COc1ccc(-c2nnc(SCC(=O)Nc3ccccc3)n2-c2ccccc2)cc1OC,12,2.2,10,0.1
CCN(CC)c1nc(NCCN2CCOCC2)nc(Nc2cccc(N(C)C)c2)n1,11,0.9,11,0.4
COc1ccc2c(c1)CCC1=C2CCC2(C)C(=O)CC=C12 (configuration not stated),0,-1.4,-8,0.0
COc1cc(C2C(C(=O)OCc3ccccc3)=C(C)NC3=C2C(=O)CCC3)cc(Br)c1O (configuration not stated),4,-0.1,2,0.2
Cc1nc(C)n(-c2ccc(Nc3nccc(-c4cc(F)cc(N5CCN(C(C)C)CC5)c4)n3)cc2)n1,-37,1.5,19,1.4
CN(C)c1ccc(C(=O)NCCCN2CCCC2=O)cc1,-19,2.2,14,0.1
COc1cc(OC)cc(C(=O)NCc2nnc(SCC(=O)N3CCc4ccccc43)n2-c2cccc(C(F)(F)F)c2)c1,1,0.4,-7,-0.1
Cc1cc2nc(NC(=O)C3CCCCC3)sc2cc1C,-61,0.1,4,0.0
Cc1ccc(N(Cc2cccc(C)c2)S(C)(=O)=O)cc1,-12,0.1,-6,-0.1
COc1cccc(CNC(=O)CCn2c(=O)oc3ccccc32)c1,0,-0.7,-13,-0.1
Cc1cc(C)n2nc(-c3ccccc3)c(-c3ccccc3)c2n1,5,0.7,-16,0.2
